GSK3B inh: human GSK3beta kinase inhibition. GST-GSK3beta kinase, ADP-Glo luminescence, 60 min; active compounds read low. hit rate 0.038% among 300,000. P49841. activity score (negative = inhibition), % at 10 µM;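 active = more than half of replicate wells score below -50%, meaning over 50% inhibition versus plate controls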;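 also: 0% = median DMSO wells and -100% = median GW8510 positive control wells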
Target sequence (P49841 whole entry, looked up): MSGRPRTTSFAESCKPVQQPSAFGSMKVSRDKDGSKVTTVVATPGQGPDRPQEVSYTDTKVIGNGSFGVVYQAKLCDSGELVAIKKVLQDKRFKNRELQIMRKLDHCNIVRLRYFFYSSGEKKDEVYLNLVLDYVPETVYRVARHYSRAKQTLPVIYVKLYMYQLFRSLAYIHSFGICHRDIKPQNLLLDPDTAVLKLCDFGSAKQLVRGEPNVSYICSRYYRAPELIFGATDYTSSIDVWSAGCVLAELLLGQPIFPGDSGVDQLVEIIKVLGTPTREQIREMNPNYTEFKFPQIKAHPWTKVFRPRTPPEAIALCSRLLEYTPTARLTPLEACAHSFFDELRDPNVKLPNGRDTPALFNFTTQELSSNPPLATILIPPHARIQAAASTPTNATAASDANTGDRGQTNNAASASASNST
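Test system: GST-tagged human GSK3beta kinase, cell-free; evaluation: activity score scaled between in-plate DMSO and GW8510 controls; measured by: ADP-Glo luminescence; incubation: 60 min reaction, RT; benchmarks: DMSO and 20 µM GW8510; reagent: peptide substrate plus 25 µM ATP (final); medium: Tris/MgCl2 kinase buffer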
KLF5 inh: kruppel-like factor 5 inhibition; inhibition, % at 5 µM; DLD-1 KLF5 promoter-luciferase reporter, luminescence; hit rate 0.23% among 290,000;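 active = inhibition above a per-plate limit of that plate's mean compound inhibition plus 3 SD, cut at about 60% in these data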;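 also: 0% = DMSO wells and 100% = LY294002 at 200 µM; higher means less KLF5 promoter-driven luciferase light; inactives centre near -14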
HSF1 activator: increases HSF-1 driven luciferase reporter signal; NIH3T3-HGL HSF-1 luciferase reporter, MG132, 8 h; 100% = twice DMSO control signal; activation, % at 9 µM; hit rate 1.7% among 300,000; AID 504408;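 active = mean replicate activation of at least 50% with a set share of replicates each reaching 50%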;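 also: 0% = median of the neutral control wells and 100% = twice that signal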
GSK3A inh: blocks human GSK-3 alpha kinase | P49840 | ADP-Glo luminescence, 60 min | inhibition, % at 10 µM | hit rate 0.1% among 320,000 | AID 2650;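 in the data active = inhibition above about 50%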;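 also: GST-tagged GSK-3 alpha with peptide substrate and 25 µM ATP; 0% = DMSO neutral wells and 100% = GW8510 positive control wells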
Target sequence (P49840 whole entry, looked up): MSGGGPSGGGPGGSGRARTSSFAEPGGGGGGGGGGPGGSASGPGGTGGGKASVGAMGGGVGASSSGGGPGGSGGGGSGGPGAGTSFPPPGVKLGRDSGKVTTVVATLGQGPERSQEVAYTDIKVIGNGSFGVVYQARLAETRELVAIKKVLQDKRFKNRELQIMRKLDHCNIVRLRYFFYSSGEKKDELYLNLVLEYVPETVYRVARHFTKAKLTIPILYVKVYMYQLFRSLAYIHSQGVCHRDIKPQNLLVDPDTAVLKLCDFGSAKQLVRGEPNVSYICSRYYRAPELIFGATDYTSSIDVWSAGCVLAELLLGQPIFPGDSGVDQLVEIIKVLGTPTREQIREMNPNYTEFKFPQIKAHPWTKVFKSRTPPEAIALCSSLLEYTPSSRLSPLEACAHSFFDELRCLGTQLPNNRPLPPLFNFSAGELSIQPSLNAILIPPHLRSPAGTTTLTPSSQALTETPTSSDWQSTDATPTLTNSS
AI-2 QS modul: modulators of Vibrio harveyi AI-2 quorum sensing system | Vibrio harveyi JMH597 AI-2 luminescence/OD600 ratio, 9 h; active compounds read low; strain lacks LuxN and CqsS sensors; 0 = neutral-control median | activity change, % at 7.5 µM | hit rate 0.4% among 300,000; in the data active = activity change below about -75%, passing the limit was not always enough;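 also: luminescence divided by OD600 gain over 9 h not by final OD600 alone; inactives centre near 13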
IEC-6 tox: kills IEC-6 intestinal cells in KLF5 counter-screen. IEC-6 cytotoxicity, luminescence viability. inhibition, % at 5 µM. hit rate 0.78% among 290,000. AID 1825; in the data active = inhibition above about 22%;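 also: 0% = plate median of test compound wells and 100% = cytotoxic reference compound wells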
HSP90 refold inh: inhibitors of HSP90 luciferase refolding in rabbit reticulocyte lysate. luciferase refolding luminescence, 3 h. inhibition, % at 5.6 µM. hit rate 0.91% among 290,000;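 active = inhibition above the screen-wide mean plus 3 SD, computed separately per campaign, cut at about 16% in these data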;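 also: 0% = DMSO wells and 100% = 60 µM geldanamycin wells; inhibitors lower the luminescence because luciferase stays unfolded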
HIF act: HIF pathway transcriptional activation | U2OS HRE-luciferase reporter, luminescence; normalized: DMSO 0%, desferrioxamine 100% | activation, % at 7.5 µM (by protocol) | hit rate 0.32% among 300,000 | AID 1910;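 active = mean activation of at least 10% of the iron chelator positive control signal, with at least half of replicates also reaching 10%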
aSyn 5UTR inh: MLPCN primary screen, SNCA 5' untranslated region; alpha-synuclein 5'UTR reporter, inhibitor activity; inhibition, % (tested at 7.5 µM); hit rate 0.82% among 300,000; AID 1813; in the data active = inhibition above about 60%;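 also: H4 neuroglioblastoma cells stably carrying SNCA 5'UTR luciferase fusion; 0% = DMSO wells and 100% = positive control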
HSF1 inhib: HSF1 inhibition; hit rate 0.77% among 300,000; NIH3T3-HGL HSE-luciferase, MG132-induced, luminescence 8 h; active compounds read low; activity change, negative = inhibition, % at 7.5 µM (by protocol);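 active = more than half of replicate wells show activity change below -50%, luminescence cut by over half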;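 also: luciferase reports HSF-1 transcriptional activity via heat shock element; 0% = median of DMSO wells and -100% = zero luminescence signal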
* hit, by the source's call; . = no result given; & = joins results of further samples.

SMILES	GSK3B inh	KLF5 inh	HSF1 activator	GSK3A inh	AI-2 QS modul	IEC-6 tox	HSP90 refold inh	HIF act	aSyn 5UTR inh	HSF1 inhib
O=C(NCCn1c(C(F)(F)F)nc2ccccc21)[C@H]1CCCN1c1nc(CN2CCCCC2)cs1	-1	0	-17	-1	3	-3	-6	-0.2	12	-1
CC(=O)NCCCCCCNC(C)=O	0	-27&3	0	-2	8	-3&-9	-2&1	0.0	-11	-1
CCNC(=O)C(=O)NCCC1CCCCN1S(=O)(=O)c1cccs1 (centres undefined)	2	.	-7	-2	14	.	.	-0.6	-6	-2
CCCCOCCCNC(=O)CCCOc1ccccc1	2	-13	3	-6	16	-2	0	-0.1	1	3
O=C(O)/C=C/C(=O)Nc1ccc(-n2ccc(C(F)(F)F)n2)cc1	3	20	-33	-6	20	-2	0	-0.1	14	-31
O=[N+]([O-])c1ccc(/C=N/NC(=S)Nc2ccccc2C(F)(F)F)o1	-1	5	7	4	27	5	5	-0.1	-13	5
CC(=O)Nc1ccc(S(=O)(=O)N2CCCC2C(=O)Nc2ccc3c(c2)OCCO3)cc1 (centres undefined)	-1	-3	-11	-1	11	-2	-3	0.0	2	-2
O=C(CC1NC2CCCCC2NC1=O)Nc1cccc(C(F)(F)F)c1 (centres undefined)	-3	-3	3	1	4	6	-1	-0.9	0	-1
COC(=O)c1ccccc1NC(=O)CN1CCCCCC1	2	-18	-8	-3	-9	4	-2	-0.5	5	-2
Cc1ccc(C)c(NC(=O)c2sc(Cl)nc2-c2ccccc2)c1	-4	-37	35	-2	3	-4	1	-0.2	6	21
COc1ccc(C2C(=O)N(C3CCCCC3)CC(=O)N2Cc2ccco2)cc1 (centres undefined)	-1	-9	10	-1	3	0	5	-0.2	24	-5
CCCOc1ccc(/C=N/NC(=O)CSCc2ccc([N+](=O)[O-])cc2)cc1OCC	-3	-24	9	-3	-7	-1	5	-0.2	3	-4
C=CCNC(=O)/C(=C\C=C\c1ccccc1)NC(=O)c1ccc(OCCCC)cc1	3	-16	8	-3	23	5	5	0.0	3	8
CC(NC(=O)/C(C#N)=C/c1ccc(N2CCOCC2)cc1)c1ccccc1 (centres undefined)	.	-15	4	-2	.	4	5	-1.3	-9	-11
O=C(NCc1cccs1)N[C@@H](Cc1ccccc1)C(=O)O	5	-3	11	-6	13	0	3	.	5	-5
C=C(C)CC1Nc2ccccc2NC1CC(=C)C (centres undefined)	1	-1	27	0	35	-2	-3	0.5	3	-1
Cc1occc1-c1nnc(SCC(=O)N(C)CCC#N)n1N	3	-3	1	-1	33	0	2	1.6	3	1
Cc1cc(C)c2c(-n3cccc3)c(C(=O)O)sc2n1	0	7	-3	1	13	2	2	-0.2	-4	-3
O=[N+]([O-])c1ccccc1CNC1CCCc2ccccc21 (centres undefined)	2	-5	8	-3	27	-4	-2	-0.3	-6	2
O=C(NNC(=S)NCCCN1CCOCC1)c1ccncc1	4	-16	-4	-2	9	-5	-2	-0.2	2	3
O=C(CC1C(=O)NCCN1C1CCCC1)NCc1cccc(OC(F)(F)F)c1 (centres undefined)	2	-36	-4	-3	23	-4	-1	0.0	-1	-6
Cc1ccc(Cn2c(CN3CCN(C(=O)c4ccco4)CC3)nc3c2c(=O)n(C)c(=O)n3C)cc1	-2	8	15	-1	-3	4	1	0.1	11	12
O=C(CSc1nc2ccc([N+](=O)[O-])cc2[nH]1)c1ccc2ccccc2c1	3	-1	46	-2	20	-1	-2	-0.1	-19	16
CCN1CCN(C(=O)C(NS(=O)(=O)c2ccc3nc(C)sc3c2)C(C)C)CC1 (centres undefined)	3	-21	5	0	27	4	-1	.	-2	0
O=C(NCCc1ccc(Cl)cc1)c1ccc2c(c1)OCO2	1	-169	99*	0	42	-6	1	3.1	-121	64
Remaining list, next part:
SMILES	GSK3B inh	KLF5 inh	HSF1 activator	GSK3A inh	AI-2 QS modul	IEC-6 tox	HSP90 refold inh	HIF act	aSyn 5UTR inh	HSF1 inhib
Cc1ccccc1CNS(=O)(=O)c1c(C(=O)N2CCCCC2)c(C)n(C)c1C	2	-29	-2	1	18	3	-3	-0.2	17	-9
CC(C)NC(=O)C(OC(=O)c1ccccc1)C(OC(=O)c1ccccc1)C(=O)O (centres undefined)	1	18	11	-4	14	0	2	0.6	-20	1
Nc1ccc2oc(=O)c3ccccc3c2c1	-5	-104	-9	-2	15	0	-3	1.6	-174	9
CC(C)OCCCNS(=O)(=O)c1ccc2ccccc2c1	0	-54	12	-3	33	-4	-1	-0.3	22	-6
COc1ccc(N(C(=O)c2cccnc2)S(=O)(=O)c2cc(OC)ccc2OC)cc1	-1	-16	12	-3	14	1	-4	-0.1	17	-7
CC(=O)N1C(=O)/C(=C2\SC(=S)N(NC(=O)c3ccc(O)cc3)C2=O)c2ccccc21	-3	-6	3	1	10	2	-1	-0.2	18	4
O=C(Cc1cn2ccsc2n1)NCCc1ccc(F)cc1	1	-21	-10	3	33	-1	-1	-1.3	2	-13
O=C(CCN1C(=O)C2C3C=CC(C3)C2C1=O)N1CCCCC1 (centres undefined)	1	-33	5	0	20	0	-2	-0.3	4	3
O=C(CSc1nc2c(c(=O)n1-c1ccc(Cl)cc1)SCC2)NCC1CCCO1 (centres undefined)	0	-17	-8	-2	23	2	2	-0.7	6	-1
COc1ccc(CCc2nnc(CCC(=O)NCC3CCCO3)o2)cc1 (centres undefined)	1	-13	4	5	8	1	3	0.1	-17	-5
Cc1cc(C)nc(N/N=C/c2c(CO)cnc(C)c2O)n1	-1	-4	-4	0	18	3	-5	2.5	10	7
O=C1Nc2ccccc2Nc2ncccc21	-1	-29	-8	0	11	5	4	-0.3	-1	5
CC[n+]1c(/C=C/C=C/N(C(C)=O)c2ccccc2)sc2cc(OC)ccc21	.	-20	.	1	.	-4	-3	.	.	.
O=C1CN(C(=O)c2c(F)cccc2F)C(c2ccc(F)cc2)c2cc(Br)ccc2N1 (centres undefined)	2	3	0	-2	8	-1	3	0.5	-10	5
O=C(CN1CCOCC1)Nc1nc(-c2ccc(Cl)cc2)cs1	3	-20	9	0	-8	4	-2	1.0	2	4
COc1ccc(OC)c(-n2c(SCC(=O)Nc3cc(C)on3)nnc2-c2c[nH]c3ccccc23)c1	-2	-31	-12	0	6	17	0	-0.1	5	-1
CC(=O)c1cnn(-c2ccc(Cl)cc2)c1C	1	-32	0	-1	9	-4	0	0.1	17	14
CCOC(=O)Cc1[nH]nc2c1C(Cc1ccccc1)C(C#N)=C(N)O2 (centres undefined)	-3	-14	-7	3	7	0	-3	-0.5	-4	-1
Cc1cc(Cl)ccc1OC(C)C(=O)NN1C(=O)c2ccccc2C1=O (centres undefined)	-1	-23	-1	-2	9	2	-2	-4.6	5	1
COc1ccccc1C1OC2=C(Nc3ccc([N+](=O)[O-])cc3N2)C1=O (centres undefined)	-2	-30	38	-1	22	-4	1	-2.4	-33	1
O=C(CSc1nc2c(sc3ccccc32)c(=O)n1CCCN1CCCC1)NCC1CCCO1 (centres undefined)	4	-24	-1	1	1	-2	0	0.6	-21	-1
CC(C)(C)c1ccc(C(CC(=O)O)NC(=O)c2ccccc2F)cc1 (centres undefined)	5	-6	-2	-4	4	2	-3	-0.1	8	-3
O=C(NCCN1CCNC1=O)C1CCC(=O)N(Cc2ccccc2F)C1 (centres undefined)	3	-33	-7	-4	22	1	-1	0.4	-12	-8
O=C(O)CCC(=O)N1N=C(c2cccs2)CC1c1ccc(Br)cc1 (centres undefined)	5	-17	32	-4	3	3	6	-0.3	6	5
COc1cccc(C(=O)NC(=S)Nc2nnn(C)n2)c1	0	-4	2	-2	12	0	1	0.2	-32	-3

Overlap with the part before: 5 entries, followed by the next part.
SMILES	GSK3B inh	KLF5 inh	HSF1 activator	GSK3A inh	AI-2 QS modul	IEC-6 tox	HSP90 refold inh	HIF act	aSyn 5UTR inh	HSF1 inhib
O=C(CSc1nc2c(sc3ccccc32)c(=O)n1CCCN1CCCC1)NCC1CCCO1 (centres undefined)	4	-24	-1	1	1	-2	0	0.6	-21	-1
CC(C)(C)c1ccc(C(CC(=O)O)NC(=O)c2ccccc2F)cc1 (centres undefined)	5	-6	-2	-4	4	2	-3	-0.1	8	-3
O=C(NCCN1CCNC1=O)C1CCC(=O)N(Cc2ccccc2F)C1 (centres undefined)	3	-33	-7	-4	22	1	-1	0.4	-12	-8
O=C(O)CCC(=O)N1N=C(c2cccs2)CC1c1ccc(Br)cc1 (centres undefined)	5	-17	32	-4	3	3	6	-0.3	6	5
COc1cccc(C(=O)NC(=S)Nc2nnn(C)n2)c1	0	-4	2	-2	12	0	1	0.2	-32	-3
COc1ccc(OC)c(NC(=S)NC(=O)c2ccc(Br)o2)c1	1	-20	7	1	20	-5	3	0.4	-13	4
NC1=NC(c2ccccc2C(F)(F)F)N(c2ccc(F)c(Cl)c2)C(N)=N1 (centres undefined)	-3	-1	-17	3	8	5	-1	-0.7	6	-3
COc1ccccc1NC(=O)c1ccccc1NC(=O)c1ccccc1C(=O)O	6	-40	-5	-2	5	5	5	0.5	-12	0
Brc1ccccc1-c1nnc2sc(Cc3ccccc3)nn12	4	-13	-17	1	38	6	-1	-0.2	44	-10
CCCC1=C/C(=C/c2ccc(-c3ccccc3OC)o2)C(=O)O1	1	-19	23	-4	10	-4	0	-0.3	-25	12
C/C(CC(=O)Nc1cc(Cl)ccc1Cl)=N\NC(=O)c1ccccc1Br	-3	-2	17	11	32	1	1	-0.2	-3	0

Some values from the list.
`CCCC1=C/C(=C/c2ccc(-c3ccccc3OC)o2)C(=O)O1` in HSP90 refold inh is listed with 0
`NC1=NC(c2ccccc2C(F)(F)F)N(c2ccc(F)c(Cl)c2)C(N)=N1` (centres undefined) in GSK3B inh is listed with -3

An excerpt from above in order of formula weight, low to high.
SMILES	GSK3B inh	KLF5 inh	HSF1 activator	GSK3A inh	AI-2 QS modul	IEC-6 tox	HSP90 refold inh	HIF act	aSyn 5UTR inh	HSF1 inhib
COc1ccc(OC)c(NC(=S)NC(=O)c2ccc(Br)o2)c1	1	-20	7	1	20	-5	3	0.4	-13	4
COc1ccccc1NC(=O)c1ccccc1NC(=O)c1ccccc1C(=O)O	6	-40	-5	-2	5	5	5	0.5	-12	0
C/C(CC(=O)Nc1cc(Cl)ccc1Cl)=N\NC(=O)c1ccccc1Br	-3	-2	17	11	32	1	1	-0.2	-3	0

Screens from PubChem BioAssay.
